# Compound activity: PubChem, several laboratories
# rCAG binder: molecules binding r(CAG) RNA repeats. r(CAG) RNA repeat, TO-PRO-1 dye displacement fluorescence. inhibition, % at 3 µM. hit rate 1.3% among 370,000. AID 651821;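 active means inhibition above the plate cutoff, the mean of all test compounds on that plate plus 3 SD, cut at about 35% in these data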;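 further: 0% = DMSO alone and 100% = 100 µM mitoxantrone as full dye displacement; higher means more dye released from RNA so lower well fluorescence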
# UHRF1 MBD2 ctr: UHRF1 methyl-DNA binding inhibition. Q96T88. UHRF1 binding to methylated oligo, TR-FRET. inhibition, % at 4.4 µM. hit rate 0.75% among 370,000. AID 687016; in the data active means inhibition above about 21%;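 further: UHRF1 SRA domain binding a hemimethylated CpG hairpin DNA probe; 0% = median of test compound wells and 100% = reference inhibitor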
# mABHD4 FP: inhibits mouse alpha/beta hydrolase domain 4; AID 720543; Q8VD66; hit rate 0.54% among 370,000; inhibition, % at 8.92 µM; purified mABHD4, FP-Rh probe fluorescence polarization;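 active means inhibition exceeding the mean over every tested compound plus 3 SD, cut at about 30% in these data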;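 further: 0% = plate median of compound wells and 100% = S159A mutant with DMSO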
#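 Assay system: mABHD4 protein; medium: HEPES pH 7.0, NaCl, Pluronic buffer; dosing: 8.92 µM, single dose; schedule: 45 min + 60 min at 25 °C; signal: FP readout, ex 525 nm / em 598 nm; read-out: normalized percent inhibition of probe labeling; repeats: single replicate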
# SIAE primary: blocks human sialic acid acetylesterase. AID 1053197. hit rate 0.69% among 370,000. SIAE FP-Rh probe binding, fluorescence polarization. inhibition, % at 9.66 µM. Q9HAT2;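 active means inhibition above a cutoff: mean of compounds within the control limits plus 3 SD of those, cut at about 17% in these data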;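 further: 0% = plate median of compound wells and 100% = probe without SIAE protein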
# Target sequence (Q9HAT2 whole entry, looked up): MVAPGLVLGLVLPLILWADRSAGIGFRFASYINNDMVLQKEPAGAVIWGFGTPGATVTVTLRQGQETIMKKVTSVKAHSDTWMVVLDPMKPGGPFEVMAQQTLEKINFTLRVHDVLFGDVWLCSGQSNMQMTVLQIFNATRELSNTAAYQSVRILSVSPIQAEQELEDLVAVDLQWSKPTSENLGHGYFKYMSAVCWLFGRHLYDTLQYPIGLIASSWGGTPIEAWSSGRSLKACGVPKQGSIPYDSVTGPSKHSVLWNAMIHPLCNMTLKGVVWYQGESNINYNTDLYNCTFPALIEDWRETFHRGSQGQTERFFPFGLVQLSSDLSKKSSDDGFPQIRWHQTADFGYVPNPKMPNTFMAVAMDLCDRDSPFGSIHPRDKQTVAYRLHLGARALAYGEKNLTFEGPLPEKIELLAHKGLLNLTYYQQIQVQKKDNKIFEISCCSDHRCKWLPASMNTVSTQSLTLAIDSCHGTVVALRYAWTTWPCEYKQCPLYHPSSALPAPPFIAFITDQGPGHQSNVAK
# GC-B act: GC-B (human) receptor activation | hit rate 0.11% among 370,000 | activation, % at 10 µM | P20594 | HEK293-GC-B cells, CNP EC30, cGMP TR-FRET; 0% at EC30 CNP, 100% saturating CNP;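 active means activation at 10 µM reaching about 35% in either raw or pattern-adjusted values, limit read from the data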
# HTRA1 inh: HTRA1 (human) protease inhibition; inhibition, % at 5.96 µM; Q92743; AID 504803; hit rate 0.5% among 340,000; recombinant HTRA1, FP-rhodamine activity-based probe, fluorescence polarization; in the data active means inhibition above about 36%;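 further: 0% = enzyme with DMSO and 100% = wells lacking enzyme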
# Target sequence (Q92743 whole entry, looked up): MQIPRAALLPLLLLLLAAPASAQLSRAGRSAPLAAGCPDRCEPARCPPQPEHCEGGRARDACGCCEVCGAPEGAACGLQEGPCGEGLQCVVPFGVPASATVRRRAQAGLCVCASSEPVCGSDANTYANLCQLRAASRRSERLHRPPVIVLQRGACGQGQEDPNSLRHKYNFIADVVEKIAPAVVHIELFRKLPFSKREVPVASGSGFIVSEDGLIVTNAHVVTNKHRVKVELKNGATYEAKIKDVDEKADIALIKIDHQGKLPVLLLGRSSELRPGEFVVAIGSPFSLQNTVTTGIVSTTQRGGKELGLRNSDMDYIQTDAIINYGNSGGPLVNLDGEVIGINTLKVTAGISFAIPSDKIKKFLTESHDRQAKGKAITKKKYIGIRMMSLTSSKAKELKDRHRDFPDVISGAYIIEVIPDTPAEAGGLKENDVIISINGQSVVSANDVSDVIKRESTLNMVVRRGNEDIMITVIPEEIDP
# PRMT1 inh: PRMT1 (human) inhibition, primary screen; recombinant PRMT1, activity-based probe fluorescence polarization; AID 652257; hit rate 1.3% among 370,000; Q99873; inhibition, % at 2.79 µM;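 active means inhibition above about 21% made by adding two undisclosed values, limit read from the data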
# NPR1 activator: GC-A (human) enzyme activation; P16066; HEK293 GC-A cells, cGMP TR-FRET, EC30 ANP; 0% at EC30 ANP, 100% saturating ANP; activation, % at 10 µM; hit rate 0.14% among 370,000; in the data active means activation above about 40%
# TCR CD3 inh: inhibitors of human TCR-CD3 interaction; TAMRA-labeled TCR probe fluorescence, biochemical; inhibition, % at 9.4 µM; hit rate 0.37% among 360,000; AID 651800; in the data active means inhibition above about 19%;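 further: recombinant mutant TCR 2C K166C tagged with TAMRA read by polarization; 0% = receptor in buffer alone and 100% = receptor with positive control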
# MBD2 DNA inh: blocks human MBD2 binding to methylated DNA | Q9UBB5 | TR-FRET, MBD2 binding to methylated oligonucleotide | inhibition, % at 4.4 µM | hit rate 0.31% among 370,000 | AID 686964; in the data active means inhibition above about 13%
# Numbers without * were called inactive; x = not tested or not shown. Some of the compounds tested; count on the stated rates, not on these rows.
SMILES,rCAG binder,UHRF1 MBD2 ctr,mABHD4 FP,SIAE primary,GC-B act,HTRA1 inh,PRMT1 inh,NPR1 activator,TCR CD3 inh,MBD2 DNA inh
CCC1CN1P(=O)(N1CCCC1)N1CC1CC (stereo not drawn),1.8,-0.9,4.2,-0.6,1.4,5.2,-2.7,0.6,-1.1,-0.7
Cc1c2cnn(CC(=O)N3CCC4(CC3)OCCO4)c(=O)c2c(C)n1Cc1ccccc1F,-3.2,5.4,-4.7,-2.8,-1.4,0.2,-1.2,-0.7,4.9,-4.3
Nc1c([N+](=O)[O-])cc(F)c(N2CCNCC2)c1Br,2.8,-16.0,8.0,-6.8,0.7,9.1,-2.0,3.9,4.1,-15.1
CCN1C[C@]2(COC)CC[C@H](OC)[C@@]34C1[C@]1(OCO[C@@]15C[C@H](OC)[C@H]1C[C@@H]3[C@@H]5[C@H]1OC)[C@@H](O)[C@H]24,-2.8,0.5,-2.0,-3.3,-1.1,-3.3,1.0,2.6,3.6,5.3
CC(C)(C)P(=O)(c1ccncc1)N1CCCC1 (stereo not drawn),-2.0,-0.4,-0.6,0.2,-0.6,1.0,3.5,-0.8,2.5,2.9
C#CC[N+]1(C)C2CCC1CC(O)C2 (stereo not drawn),-0.4,-0.7,7.1,-1.5,-1.0,5.8,-1.1,2.3,1.3,-0.8
Cc1noc(C)c1COc1ccc(C(=O)NCC2(N(C)C)CCCCC2)cc1,-0.1,-0.3,7.0,10.9,1.5,3.1,-2.8,-1.2,2.4,2.0
O=S(=O)(c1ccc(Cl)cc1)N1CCCC1c1cccnc1 (stereo not drawn),-2.1,1.6,1.4,2.4,-3.5,-0.3,-0.7,-0.8,-4.3,5.6
COc1ccc(N2C(=O)C(=O)N(c3ccc(OC)cc3)P2(=O)N(CCCl)CCCl)cc1,0.0,-2.6,3.5,6.4,-0.7,-1.5,2.2,-3.9,3.2,2.1
Cc1ccc(C(=O)N2CC2C)cc1 (stereo not drawn),0.8,2.1,3.2,-3.2,4.0,-3.1,2.5,1.3,-5.2,9.0
c1ccc2c(N3CCNCC3)cccc2c1,5.3,-3.0,-8.2,-1.0,0.7,5.7,-4.0,-1.8,2.3,1.3
COC(=O)C1=C(c2cccc(C#N)c2)C[C@@H]2CC[C@H]1N2C(=O)NC1Cc2ccccc2C1,2.6,4.1,2.3,8.2,-4.7,-5.4,2.6,-9.9,-10.8,2.7
Cc1ccc2c(c1)CC1(CN2C)C(=O)NC(=O)N(CCC2=CCCCC2)C1=O (stereo not drawn),1.6,1.7,1.3,1.2,-3.7,-8.3,3.0,-4.8,-1.3,7.0
COc1cccc(-n2c(O)c(C=Nc3c(C)n(C)n(-c4ccccc4)c3=O)c(=O)[nH]c2=O)c1,-1.8,-1.0,-2.5,0.3,0.4,-1.8,1.8,1.3,5.3,1.8
C=CCCC1(C2=CCCCC2)C(=O)NC(=O)NC1=O,3.8,-3.9,-3.5,-0.3,-2.4,3.8,-4.5,0.7,2.8,0.6
COC(=O)C1=C(c2ccc(Cl)c(C(F)(F)F)c2)C[C@@H]2CC[C@H]1N2C,-9.7,-1.1,0.8,5.3,-3.7,-6.8,-1.0,-1.6,-8.4,-1.8
CNC(=S)N1CCn2cccc2C1c1cccnc1 (stereo not drawn),-0.5,-0.6,1.8,6.8,1.6,0.6,8.3,2.9,-4.4,-6.5
COC(=O)C[C@H]1CC[C@H]2NC[C@@H](O)COC[C@@H]2O1,0.2,-0.6,7.5,6.1,12.9,x,-1.7,4.6,-4.9,-0.6
Cc1ccccc1Cc1c(C)nc2nc(SCC(=O)N3CCC4(CC3)OCCO4)nn2c1C,-9.6,-0.3,-1.3,-5.4,-2.7,-1.6,1.1,2.0,1.1,-1.9
O=C1CN=C(c2ccccc2)c2cc(Cl)ccc2N1,0.4,-1.2,-0.5,-1.0,4.0,-4.2,2.9,-0.2,-1.7,1.9
O=c1cccc2n1CC1CC2CN(C(c2cccc(F)c2)c2sc3ncnn3c2O)C1 (stereo not drawn),1.1,-1.6,0.2,-2.9,-1.6,0.7,4.8,0.4,-11.5,-5.3
CC12CN3CC(C)(CN(C1)C3c1ccncc1)C2=O (stereo not drawn),0.7,1.3,-6.8,-9.7,-1.4,3.8,1.5,-6.1,0.0,2.9
CCCNC(=O)N1[C@H]2CC[C@@H]1C(C(=O)OC)=C(c1ccc(OC(F)(F)F)cc1)C2,-8.3,-0.4,-0.1,-0.5,-3.4,-5.0,0.8,3.0,-2.7,-4.0
CC(C)COC(=O)c1ccccc1C(=O)OCC(C)C,-6.1,-1.1,6.7,-4.9,-2.9,-7.3,0.5,-4.2,6.2,0.1
COC(=O)[C@H]1C[C@@H]1[C@H](NP(=O)(c1ccccc1)c1ccccc1)c1ccccc1,-7.7,-0.7,-5.1,13.0,-19.8,1.7,-0.4,-21.0,5.7,-2.2
OC1(c2ccc(F)cc2)CCNC1 (stereo not drawn),-1.1,4.8,2.6,-3.6,2.8,-1.2,0.4,2.8,-2.6,0.8
C[C@@H]1CN([C@H](C)CO)C(=O)CCCn2nncc2CO[C@H]1CN(C)C(=O)Oc1ccccc1,0.8,0.5,2.5,-1.0,2.4,6.4,-5.0,3.7,-3.8,-7.8
COc1ccc(N2C(=O)NC(=O)/C(=C\c3cn(CC(=O)N4CCOCC4)c4ccccc34)C2=O)c(OC)c1,3.4,0.5,1.4,-59.2,2.0,-0.4,5.2,1.9,1.0,-4.5
CN1CC(C(=O)c2ccccc2)C(c2ccccc2)C1 (stereo not drawn),-0.9,3.4,-3.8,2.8,-7.5,9.4,-4.7,-18.8,-2.3,-5.6
C[C@@H]1CN([C@@H](C)CO)C(=O)CCCn2nncc2CO[C@H]1CN(C)C(=O)Oc1ccc2ccccc2c1,5.0,-0.1,4.8,7.4,4.3,3.5,1.8,3.8,-1.9,0.9
COC1=C(OC)[C@]23CCc4ccc(OC)c(OC)c4[C@]2(CCN3C)CC1=O,-5.2,-1.0,2.6,3.3,-0.1,-0.5,0.0,0.8,4.3,-0.9
CC(O)C1C=CC=CC(=O)OC2CC3OC4C5OC5(C)C(O)CC4(COC(=O)C(O)C(C)CCO1)C2(C)C31CO1 (stereo not drawn),1.6,6.7,0.3,-6.6,-2.6,3.0,-1.1,-1.1,2.8,0.1
NC(=O)c1c(Br)n(C2OC(CO)C(O)C2O)c2ncnc(N)c12 (stereo not drawn),2.8,1.1,3.1,0.1,2.3,2.4,-4.2,0.5,2.1,-6.3
CCOP(=O)(OCC)C(NC(=O)Cc1ccccc1)C(Cl)(Cl)Cl (stereo not drawn),-3.0,-0.1,0.4,-9.2,x,3.1,3.9,x,5.8,-3.0
CC(=O)Nc1ccc(S(=O)(=O)N2Cc3ccccc3-n3nncc3C2)cc1,2.8,-0.1,0.6,0.6,4.3,0.1,-2.6,2.6,-4.8,1.7
CCCCN1C(=O)NC(=O)C2(Cc3ccccc3N3CCOCC32)C1=O (stereo not drawn),-6.4,-1.2,-5.9,1.6,-7.6,12.6,0.0,3.7,3.5,5.3
COc1ccc(CCC(=O)N2C[C@H]3C[C@@H](C2)c2cccc(=O)n2C3)cc1,1.3,-1.3,1.6,0.0,-1.7,-2.2,2.0,3.1,4.9,-1.2
COc1cc(C=C2C(=O)NC(=O)NC2=O)ccc1OS(=O)(=O)c1ccccc1[N+](=O)[O-],3.5,-0.1,7.9,3.2,-4.8,-11.6,13.3,-2.7,-4.7,3.8
Cc1ccc2c(c1)C1CN(C)CCC1N2C(=O)/C(C#N)=C/c1ccc2c(c1)OCO2 (stereo not drawn),-5.3,-3.8,-1.7,1.0,-5.7,0.6,0.1,-1.1,0.4,-0.9
O=C(Nc1ccccc1)NC1CC2CCC(C1)N2 (stereo not drawn),-1.1,-1.5,-2.9,5.4,-5.1,-6.7,-2.0,6.0,7.2,3.2
COc1ccc(N=Cc2c(O)n(CC3CCCO3)c(=O)[nH]c2=O)cc1 (stereo not drawn),1.1,-2.3,5.2,3.1,-2.4,-0.1,0.1,1.5,2.3,-5.0
CCOc1ccc(-n2c(CC)nc3ccccc3c2=O)cc1,-0.7,0.1,-0.9,4.6,-0.2,3.3,3.1,5.5,-16.2,7.6
COc1ccc(C(C)=O)cc1CC(C(=O)c1ccc(C)cc1)N(C)C (stereo not drawn),-2.7,2.6,-6.7,2.5,-3.3,-4.3,-0.2,-7.9,-1.8,0.2
CC12CCC(O)CC1CCC1C2CCC2(C)C(C(=O)CC(O)C(F)(F)F)CCC12 (stereo not drawn),-0.8,0.7,-8.6,-6.2,-9.2,-7.8,0.8,-3.8,-2.9,1.1
COc1ccccc1CCNCc1cc2c(cc1[N+](=O)[O-])OCO2,-2.3,-2.8,14.0,6.8,-2.0,42.2*,-2.5,-6.8,3.8,-0.9
O=c1ccc2cc(O[C@@H]3O[C@@H](CO)[C@H](O)[C@@H](O)[C@@H]3O)c(O)cc2o1,-0.7,1.7,-3.7,3.9,-0.9,4.6,5.6,4.3,-0.1,10.1
COc1ccc2c(CCN)c[nH]c2c1,0.7,3.3,4.0,11.7,-10.3,-2.9,1.9,0.4,0.9,0.5
O[C@@H]1CCCN2CCc3c([nH]c4ccccc34)[C@H]12,4.7,-0.9,9.5,4.9,-0.5,5.0,1.7,1.3,0.1,2.6
COc1ccc(C(c2nnnn2C2CCCCC2)N2CCC3(CC2)C(=O)NCN3c2ccccc2)cc1 (stereo not drawn),8.0,0.5,2.3,1.1,-4.3,x,-0.3,-5.7,-5.0,0.7
COC(=O)Cn1cc(C=C2C(=O)N(C)C(=O)N(C)C2=O)c2ccccc21,-5.2,-3.8,1.3,-1.2,12.2,x,19.5,7.3,-2.1,-3.1
COc1ccc(NC(=O)c2c(C)nn(Cc3ccccc3Cl)c2Cl)cc1Cl,-5.8,1.5,5.3,-9.9,-3.7,6.3,-1.9,-5.2,-0.6,-0.8
COc1cccc(CNC2CN3CCC2CC3)c1OC (stereo not drawn),0.8,0.2,-8.7,4.3,6.3,-0.3,-0.7,4.2,0.5,-2.1
COc1ccccc1-n1c(O)c(C=NCCN2CCNCC2)c(=O)[nH]c1=O,1.4,1.2,-8.4,-6.4,1.8,0.5,1.4,-1.4,-2.5,2.8
CC(=O)N1N=C2C3CCN(CC3)C2C1c1ccc(F)cc1 (stereo not drawn),0.0,-1.5,0.4,-5.0,0.8,-1.1,-1.3,0.9,2.2,4.3
Nc1c(C(=O)NC2CCCC2)c2nc3ccccc3nc2n1CC1CCCO1 (stereo not drawn),0.6,3.2,4.8,-1.5,-3.8,-22.6,-0.7,0.5,6.3,-1.3

# 4 compounds from above, showing only GC-B act and HTRA1 inh:
SMILES | GC-B act | HTRA1 inh
COc1ccc(NC(=O)c2c(C)nn(Cc3ccccc3Cl)c2Cl)cc1Cl | -3.7 | 6.3
COc1cccc(CNC2CN3CCC2CC3)c1OC (stereo not drawn) | 6.3 | -0.3
COc1ccccc1-n1c(O)c(C=NCCN2CCNCC2)c(=O)[nH]c1=O | 1.8 | 0.5
CC(=O)N1N=C2C3CCN(CC3)C2C1c1ccc(F)cc1 (stereo not drawn) | 0.8 | -1.1

# Part of the list above in another layout.
mol | rCAG binder | UHRF1 MBD2 ctr | mABHD4 FP | SIAE primary | GC-B act | HTRA1 inh | PRMT1 inh | NPR1 activator | TCR CD3 inh | MBD2 DNA inh
COc1ccc(NC(=O)c2c(C)nn(Cc3ccccc3Cl)c2Cl)cc1Cl | -5.8 | 1.5 | 5.3 | -9.9 | -3.7 | 6.3 | -1.9 | -5.2 | -0.6 | -0.8
O=c1ccc2cc(O[C@@H]3O[C@@H](CO)[C@H](O)[C@@H](O)[C@@H]3O)c(O)cc2o1 | -0.7 | 1.7 | -3.7 | 3.9 | -0.9 | 4.6 | 5.6 | 4.3 | -0.1 | 10.1
